# RAD54 inh – RAD54 (human) branch migration inhibition. AID 602329. inhibition, % at 10.4 µM. RAD54 Holliday junction branch migration, FAM/BHQ fluorescence. Q92698. actives 0.14% (n = 360,000);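 active means mean normalized replicate activity at least 40 and at least half of replicates scoring 40 or more; inconclusive means only one of the two criteria met; inactive means mean below 40 and under half of replicates reaching 40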;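 further: 0% = median of neutral control wells and 100% = median of positive control wells; inhibitors cause a drop in the FAM fluorescence signal; in these data hits start at about 50%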
# ARNT-TACC3 inh – disrupts binding between human ARNT and TACC3; AlphaScreen His-ARNT PAS-B/GST-TACC3 binding, luminescence; TACC3 fragment carries E629A point mutation; AID 623870; Q9Y6A5; inhibition, % at 9.99 µM; actives 0.66% (n = 390,000);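 active means mean inhibition of replicates at least 50% and at least half of replicates each reaching 50%; inconclusive means half or more replicates reach 50% but mean below 50%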;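 further: 0% = complete ARNT plus TACC3 wells and 100% = ARNT alone without TACC3; many hits fall short of the cut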
# PglD inh – inhibitors of Campylobacter jejuni PglD acetyltransferase; purified PglD enzyme, DTNB colorimetric CoA detection; AID 602405; inhibition, % at 12.5 µM; actives 0.098% (n = 360,000); in the data active means inhibition above about 16%, passing the limit was not always enough; inconclusive means no clear call, values can overlap the other calls; further: strong numbers were not always called active
# esBAF inh – inhibitors of esBAF chromatin remodeling in mouse ES cells; Bmi1-luciferase knock-in reporter, 24 h; 100% = twice the neutral-well signal; reporter increase, % at 12.5 µM; actives 2% (n = 350,000); in the data active means activation above about 40%; inconclusive means no clear call, values can overlap the other calls;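 further: 0% = median of the plate's neutral control wells and 100% = double that signal; a rise in the Bmi1 reporter signal indicates esBAF inhibition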
# ERp5 block – inhibitors of human ERp5 | Q15084 | ERp5 insulin aggregation, absorbance 650 nm, 90 min | inhibition, % at 9.99 µM | actives 0.05% (n = 350,000) | AID 651711;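 active means mean replicate inhibition above about 25%, with every replicate also reaching it, limit read from the data, passing the limit was not always enough; inconclusive means only one of those two criteria met; inactive means neither criterion met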
# Target sequence (Q15084 whole entry, looked up): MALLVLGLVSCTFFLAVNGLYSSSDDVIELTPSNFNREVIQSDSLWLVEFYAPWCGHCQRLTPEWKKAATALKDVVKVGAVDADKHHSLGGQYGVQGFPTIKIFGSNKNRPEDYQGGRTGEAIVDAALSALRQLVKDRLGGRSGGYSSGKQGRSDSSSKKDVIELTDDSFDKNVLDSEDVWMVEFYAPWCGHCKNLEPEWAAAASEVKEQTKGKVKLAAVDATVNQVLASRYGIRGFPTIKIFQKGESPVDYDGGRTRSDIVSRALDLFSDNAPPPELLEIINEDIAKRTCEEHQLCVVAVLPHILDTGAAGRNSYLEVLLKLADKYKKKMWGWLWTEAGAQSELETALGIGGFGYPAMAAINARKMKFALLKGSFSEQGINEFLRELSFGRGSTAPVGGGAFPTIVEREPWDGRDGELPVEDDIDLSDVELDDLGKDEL
# RAD52 inh – RAD52 (human) annealing inhibition. inhibition, % at 18.7 µM. recombinant RAD52 DNA annealing, FRET fluorescence. P43351. actives 0.46% (n = 360,000);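 active means every replicate showing at least 50% inhibition; inconclusive means mean inhibition at least 50% but not in every replicate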
# Casp6 inh – inhibitors of human caspase-6; P55212; purified caspase-6, Z-VEID-R110 cleavage fluorescence; inhibition, % at 12.5 µM; actives 0.53% (n = 350,000);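 active means mean inhibition across replicates at least about 35%, with every replicate also reaching that limit, limit read from the data; inconclusive means only one of the two criteria met; inactive means neither criterion met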;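 further: 0% = median of neutral control wells and 100% = no fluorescence left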
# E-sel inducer – E-selectin induction on HUVECs. P16581. HUVEC E-selectin immunofluorescence imaging; normalized: neutral wells 0, TNF-alpha wells 100. activation, % at 7.58 µM. actives 0.37% (n = 260,000). AID 686992;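 active means mean E-selectin-positive cell signal at least 10% of the positive control, reached in at least 60% of replicates, without over 20% cell loss; inconclusive means no rule given, readout overlaps actives, possibly toxicity-flagged; inactive means the rest, including those meeting only one limit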;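 further: in these data hits start at about 27%; measured in HUVEC primary endothelial cells; signal is the percent of cells scored E-selectin positive by PE staining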
# Target sequence (P16581 whole entry, looked up): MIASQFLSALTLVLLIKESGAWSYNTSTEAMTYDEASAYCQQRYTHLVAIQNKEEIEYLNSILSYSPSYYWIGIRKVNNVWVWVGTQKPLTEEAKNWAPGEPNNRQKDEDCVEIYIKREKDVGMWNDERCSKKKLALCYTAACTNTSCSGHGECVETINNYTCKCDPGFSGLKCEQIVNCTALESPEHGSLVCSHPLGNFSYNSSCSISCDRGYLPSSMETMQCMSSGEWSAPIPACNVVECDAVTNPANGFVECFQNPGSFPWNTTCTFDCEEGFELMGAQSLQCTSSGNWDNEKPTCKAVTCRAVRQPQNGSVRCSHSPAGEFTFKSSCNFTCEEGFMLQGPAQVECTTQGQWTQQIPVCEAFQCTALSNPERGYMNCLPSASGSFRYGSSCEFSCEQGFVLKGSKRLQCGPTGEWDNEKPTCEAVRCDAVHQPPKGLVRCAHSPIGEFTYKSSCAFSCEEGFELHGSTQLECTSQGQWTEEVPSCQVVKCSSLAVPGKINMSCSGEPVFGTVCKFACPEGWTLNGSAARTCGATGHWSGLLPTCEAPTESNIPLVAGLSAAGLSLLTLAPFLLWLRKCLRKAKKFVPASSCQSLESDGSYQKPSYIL
#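 Test system: HUVEC | Signal: Immunofluorescence imaging | Read-out: Percent E-selectin-positive cells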
# * = called active by the depositor; ? = inconclusive; . = not tested or not shown; & = joins results of further samples.
# Start of the listing, in advance (3 entries):
SMILES,RAD54 inh,ARNT-TACC3 inh,PglD inh,esBAF inh,ERp5 block,RAD52 inh,Casp6 inh,E-sel inducer
COc1ccccc1N1CCN(C(=O)CN(CCc2ccccc2)S(C)(=O)=O)CC1,-1,6,-4,6,.,.,.,.
Cc1ccc2nc(Nc3ccccc3)cc(C)c2c1,-2,-5,2,48*,3,-4,1,.
CCn1cc(CN2CCc3c([nH]c4ccccc34)C2c2cccc(O)c2)c(C)n1 (stereo unspecified),12,7,6,.,-3,5,-3,1.9

# The listing, from the start:
SMILES,RAD54 inh,ARNT-TACC3 inh,PglD inh,esBAF inh,ERp5 block,RAD52 inh,Casp6 inh,E-sel inducer
COc1ccccc1N1CCN(C(=O)CN(CCc2ccccc2)S(C)(=O)=O)CC1,-1,6,-4,6,.,.,.,.
Cc1ccc2nc(Nc3ccccc3)cc(C)c2c1,-2,-5,2,48*,3,-4,1,.
CCn1cc(CN2CCc3c([nH]c4ccccc34)C2c2cccc(O)c2)c(C)n1 (stereo unspecified),12,7,6,.,-3,5,-3,1.9
CCN(CC)CC#CCC(O)(c1ccccc1)C1CCCC1 (stereo unspecified),-8,23,-2,-1,3,-11,4,.
C[C@@H]1CN([C@@H](C)CO)C(=O)CCCn2nncc2CO[C@H]1CN(C)C(=O)c1cc(-c2ccccc2)on1,-5&6,4,3&2,-7&-1,-1&0,-18&-2,-2&-1,0.1
C[C@@H]1CN([C@H](C)CO)C(=O)c2cc(NS(=O)(=O)c3ccc(Cl)cc3)ccc2O[C@@H]1CN(C)Cc1ccc(-c2ccccc2)cc1,2,-2,2,-4,-5,-6,-4,-0.2
CCOc1ccccc1CNC(=O)C1CCCN(c2nnc(C)c3c(C)n(-c4ccccc4)nc23)C1 (stereo unspecified),3,6,-2,-34,8,-5,-3,.
COc1cccc(N(CC(=O)NC2CCCCC2)C(=O)c2snc(C(N)=O)c2N)c1,-6,14,0,8,-14,-7,2,.
O=C(O)C1CCN(S(=O)(=O)c2ccc3c(c2)OCCCO3)CC1,-1,13,-3,7,3,-14,-2,.
COc1ccc(-c2cc(C(F)(F)F)c(C#N)c(SCC(=O)Nc3nc(C)co3)n2)cc1,0,2,-1,1,6,-308,-1,.
CN(C)C(=S)NC(=O)C12CC3CC(C)(CC(C)(C3)C1)C2,.,-7,.,.,-1,-11,-1,0.1
COCCC(=O)N1CCC(Oc2ccc(C(=O)N3C[C@H]4CC[C@H]3C4)cc2)CC1,-3,1,-1,2,6,-15,-3,-0.2
Nc1c(C(=O)C2CC2)sc2nc3c(cc12)CCC3,.,-21,.,.,-8,4,0,0.9
COc1cccc(-c2n[nH]nc2C2=CC(=O)C[C@H](c3ccc(F)cc3)C2)c1,1,.,0,-1,2,-5,4,-0.1
COc1ccc(OC)c(NC(=O)COc2ccc(Br)cc2)c1,-2,-1,-5,6,-2,8,-2,0.1
O=C(CCS(=O)(=O)c1ccc(Cl)cc1)Oc1ccc2c(c1)OCO2,4,-18,2,-1,.,.,.,.
C/C=C/COC(=O)C1=C(C)NC(=O)NC1c1ccc2c(c1)OCO2 (stereo unspecified),3,-5,-2,-5,4,-9,2,0.1
Cc1ccc(NC(=O)COc2coc(CN3CCc4ccccc4C3)cc2=O)c(C)c1,3,1,-4,.,1,-10,0,-1.3
COc1ccc(CC(=O)OC(C)C(=O)Nc2ccc(S(N)(=O)=O)cc2)cc1 (stereo unspecified),6,0,0,-4,-2,-6,-5,-0.2
C[C@@H]1CN([C@@H](C)CO)C(=O)c2cc(NC(=O)NC3CCCCC3)ccc2O[C@@H]1CN(C)S(=O)(=O)c1cccs1,5,1,1,3,-5,23,1,-1.6
COc1cccc(NC(=O)CN(C)C(=O)c2cc(C3CC3)nn2-c2ccccc2)c1,-10,-9,.,1,-3,-46,-4,.
CCCCCCn1c(-c2cccs2)n[nH]c1=S,-2,1,-2,-8,-1,-7,6,.
Cn1c(=O)c2cc(NC(=O)Cc3cccc4ccccc34)ccc2n1-c1ccccc1,-1,.,5,5,4,-3,3,0.1
O=C(N/N=C1/SCC(=O)N1Cc1ccco1)c1ccccc1F,.,-7,.,.,-1,-6,4,.
C[C@H](CO)N1C[C@H](C)[C@H](CN(C)S(=O)(=O)c2ccccc2)OCCCC[C@H](C)Oc2ccc(NC(=O)c3ccncc3)cc2C1=O,-8,-2,-4,5,4,-17,0,.

# 16 successive entries already listed:
SMILES,RAD54 inh,ARNT-TACC3 inh,PglD inh,esBAF inh,ERp5 block,RAD52 inh,Casp6 inh,E-sel inducer
O=C(O)C1CCN(S(=O)(=O)c2ccc3c(c2)OCCCO3)CC1,-1,13,-3,7,3,-14,-2,.
COc1ccc(-c2cc(C(F)(F)F)c(C#N)c(SCC(=O)Nc3nc(C)co3)n2)cc1,0,2,-1,1,6,-308,-1,.
CN(C)C(=S)NC(=O)C12CC3CC(C)(CC(C)(C3)C1)C2,.,-7,.,.,-1,-11,-1,0.1
COCCC(=O)N1CCC(Oc2ccc(C(=O)N3C[C@H]4CC[C@H]3C4)cc2)CC1,-3,1,-1,2,6,-15,-3,-0.2
Nc1c(C(=O)C2CC2)sc2nc3c(cc12)CCC3,.,-21,.,.,-8,4,0,0.9
COc1cccc(-c2n[nH]nc2C2=CC(=O)C[C@H](c3ccc(F)cc3)C2)c1,1,.,0,-1,2,-5,4,-0.1
COc1ccc(OC)c(NC(=O)COc2ccc(Br)cc2)c1,-2,-1,-5,6,-2,8,-2,0.1
O=C(CCS(=O)(=O)c1ccc(Cl)cc1)Oc1ccc2c(c1)OCO2,4,-18,2,-1,.,.,.,.
C/C=C/COC(=O)C1=C(C)NC(=O)NC1c1ccc2c(c1)OCO2 (stereo unspecified),3,-5,-2,-5,4,-9,2,0.1
Cc1ccc(NC(=O)COc2coc(CN3CCc4ccccc4C3)cc2=O)c(C)c1,3,1,-4,.,1,-10,0,-1.3
COc1ccc(CC(=O)OC(C)C(=O)Nc2ccc(S(N)(=O)=O)cc2)cc1 (stereo unspecified),6,0,0,-4,-2,-6,-5,-0.2
C[C@@H]1CN([C@@H](C)CO)C(=O)c2cc(NC(=O)NC3CCCCC3)ccc2O[C@@H]1CN(C)S(=O)(=O)c1cccs1,5,1,1,3,-5,23,1,-1.6
COc1cccc(NC(=O)CN(C)C(=O)c2cc(C3CC3)nn2-c2ccccc2)c1,-10,-9,.,1,-3,-46,-4,.
CCCCCCn1c(-c2cccs2)n[nH]c1=S,-2,1,-2,-8,-1,-7,6,.
Cn1c(=O)c2cc(NC(=O)Cc3cccc4ccccc34)ccc2n1-c1ccccc1,-1,.,5,5,4,-3,3,0.1
O=C(N/N=C1/SCC(=O)N1Cc1ccco1)c1ccccc1F,.,-7,.,.,-1,-6,4,.

# Additional records
SMILES,RAD54 inh,ARNT-TACC3 inh,PglD inh,esBAF inh,ERp5 block,RAD52 inh,Casp6 inh,E-sel inducer
N#CCC(=O)N/N=C\c1ccccc1OC/C=C/c1ccccc1,15,64*,-4,64*,2,-29,3,0.2
CCCCN1CN(Cc2ccccc2)CNC1=S,3,1,4,.,3,-11,-3,.
Cc1ccc(-n2ncc3c(N4CCCC(C)C4)ncnc32)c(C)c1 (stereo unspecified),4,3,.,5,-4,-4,1,-1.8
Cc1ccc(NC(=S)Nc2ccc(C(C)C)cc2)cc1S(=O)(=O)N1CCCCCC1,.,-14,.,-21,0,-55,-4,.
Cc1cc(C)n(-c2ccc(Cl)c(C(=O)OCC(=O)N3CCCCC3C)n2)n1 (stereo unspecified),0,-5,3,2,.,.,.,.
O=C1/C(=C/c2cccnc2)SC(=NCc2ccccc2)N1Cc1ccccc1,.,-1,.,5,2,-43,-6,-0.3
C[C@@H]1OC(Nc2ccc(N=Nc3ccccc3)cc2)[C@H](O)[C@H](O)[C@H]1O (stereo partly specified),2,12,-12,19,-2,-1,1,.
c1csc(-c2nc(N3CCCCC3)no2)c1,9,-5,8,?,1,-11,-3,-0.1
COn1c2c(c3c4no[n+]([O-])c4ccc31)CCCC2,-5,-4,3,-6,.,.,.,.
Cc1ccccc1-c1cnc2c(c1)C(=O)N([C@@H](C)CO)C[C@H](C)[C@@H](CN(C)C(=O)c1ccncc1)O2,-3,-1,5,7,9,0,1,-0.1
O=C(Nc1ccc(F)cc1F)C1CCN(c2ncnc3c2sc2cccc(F)c23)CC1,-19,-2,-4,24,-13,-3,-1,.
CCCCC1(C)OC(=O)C(=Cc2ccc(SC)cc2)C(=O)O1 (stereo unspecified),.,-10,.,.,-2,-7,6,-0.5
COc1ccc(C(=O)O/N=C/c2c(C(F)(F)F)nn(C)c2SCc2ccccc2Cl)cc1,-2,-2,2,3,.,.,.,.
CCOC(=O)c1cnn(CCOC(=O)Cc2cccs2)c1NC(=O)Cc1cccs1,4,1,-2,-3,.,.,.,.
C[C@@H]1CN([C@H](C)CO)C(=O)c2cc(C#CC3CCCCC3)cnc2O[C@H]1CN(C)Cc1cccnc1,-5&-7&6,8&1,3&0&4,2&-3&-1,5&-89&4,-13&0&14,-2&0&-5,0.0&0.2
Cc1ccc(NC(=O)COC(=O)C2(c3ccc(Cl)cc3)CCCC2)cc1,-24,-5,7,.,0,0,0,0.0
COc1ccc(CN(C)C[C@H]2OCCCC[C@H](C)Oc3ccc(NC(=O)CCCN(C)C)cc3C(=O)N([C@@H](C)CO)C[C@@H]2C)cc1,3,-4,-2,6,4,-14,1,0.1
O=C(Nc1ccc2c(c1)CCCN2C(=O)c1ccccc1)c1ccccc1Br,-2,1,-2,2,0,-8,-2,.
Cc1cc(C(C)(C)C)ccc1NC(=O)CC(C)(C)CC(=O)O,-5,-1,7,.,6,-7,0,-0.1
C[C@@H]1CN([C@@H](C)CO)C(=O)c2cc(-c3cccc(F)c3)cnc2O[C@H]1CN(C)Cc1cccnc1,4,-3,1,-3,3,5,-3,-0.1
O=C(Cc1c(F)cccc1Cl)Nc1cc(S(=O)(=O)N2CCOCC2)ccc1N1CCCC1,6,-6,2,-4,5,-3,-6,-0.1
CO[C@@H]1CN(C)C(=O)c2cc(NC(=O)C3CC3)ccc2OC[C@H](C)N(C(=O)c2cccnc2)C[C@H]1C,2,24,-1,-4,-4,8,-6,-0.4
O=C(NC1CCN(Cc2ccccc2)C1)c1cccc(S(=O)(=O)N2CCOCC2)c1 (stereo unspecified),.,-8,.,.,-8,-9,-1,0.1
CCCNC(=O)C[C@@H]1C[C@@H]2c3cc(NC(=O)C4CCOCC4)ccc3O[C@@H]2[C@@H](CO)O1,-3,-10,0,1,-1,4,0,-0.1
COc1cccc(NC(=O)CN(C)C(=O)c2cn(-c3ccccc3)nc2-c2cccnc2)c1,-9,-1,3,-2,4,-6,-9,.
COCCNC(=O)c1cc2cc3ccc(OC)cc3nc2o1,6,-5,-1,30,7,1,1,0.0
CCOc1ccccc1NC(=O)Cc1cccs1,-8,-4,-4,4,2,-18,40*,.
CNC[C@@H]1Oc2ncc(C#Cc3ccc(F)cc3)cc2C(=O)N([C@H](C)CO)C[C@@H]1C,1,0,1,-5,0,7,3,-0.2
